UPR XBP1 act: activators of adaptive arm of unfolded protein response (XBP1). 330,000 compounds, 0.33% hits. CHO-XBP1 luciferase reporter, IRE1-XBP1 UPR activation, luminescence; percent of tunicamycin response, DMSO as zero. activation, % at 20 µM;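 active means versus positive control, 20 µM dose yields 30% or more activation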;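 further: 100% = tunicamycin at 10 µg/mL and 0% = DMSO only wells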
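Material: CHO-XBP1 cells stably carrying IRE1-XBP1-driven luciferase reporter / Amount: 1000 cells per well / Compound: 20 µM, 1% DMSO / Times: 6 h treatment, 37 °C / Detection: luciferase luminescence / Measure: % activation of reporter signal versus tunicamycin and DMSO controls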
tim10-1 inh: growth inhibitors of tim10-1 mutant yeast | S. cerevisiae tim10-1 ts strain growth, BacTiter-Glo, 24 h | 330,000 compounds, 2.2% hits | inhibition, % at 20 µM;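 active means inhibition of at least 40%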;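 further: mutant grown at 25 °C; 0% = DMSO wells with yeast and 100% = wells holding no yeast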
APJ agonist: activates the human apelin receptor APJ. P35414. CHO-K1 APJ PathHunter beta-arrestin, luminescence; 0% DMSO wells, 100% apelin. activation, % at 20 µM. 330,000 compounds, 0.11% hits. AID 2520;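 active means activation more than six SD over the plate average, tested at 20 µM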;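 further: 0% = DMSO alone and 100% = apelin-13 at 10 nM; some results filed as inactive read as strong as hits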
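Assay system: engineered CHO-K1 APJ arrestin reporter cells; Amount: 1000 CHO-K1 reporter cells seeded per well; Dosing: one dose, 20 µM compound, 1% DMSO; Times: compound stimulation 90 min at 25 °C, detection 60 min; Measured by: luminescent beta-gal fragment complementation, chemiluminescent substrate; Read-out: APJ–arrestin association signal; Controls: DMSO vs Apelin-13 10 nM.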
CXCR6 block: blocks human CXCR6 beta-arrestin recruitment | 360,000 compounds, 0.36% hits | CHO-K1 PathHunter CXCR6 beta-arrestin, luminescence | inhibition, % at 20 µM | O00574 | AID 602244; in the data active means inhibition above about 34%, passing the limit was not always enough;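 further: antagonist mode with CXCL16 agonist at 10 nM final; 0% = 10 nM CXCL16 with DMSO and 100% = unstimulated wells without agonist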
Mdm2-MdmX inh: inhibitors of human Mdm2/MdmX interaction; O15151+Q00987; SaOS-2 split-luciferase Mdm2/MdmX complementation, luminescence; inhibition, % at 8 µM; 330,000 compounds, 3% hits; AID 485346;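 active means inhibition of at least 50% at 8 µM in the primary screen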
Target sequence (O15151 whole entry, looked up): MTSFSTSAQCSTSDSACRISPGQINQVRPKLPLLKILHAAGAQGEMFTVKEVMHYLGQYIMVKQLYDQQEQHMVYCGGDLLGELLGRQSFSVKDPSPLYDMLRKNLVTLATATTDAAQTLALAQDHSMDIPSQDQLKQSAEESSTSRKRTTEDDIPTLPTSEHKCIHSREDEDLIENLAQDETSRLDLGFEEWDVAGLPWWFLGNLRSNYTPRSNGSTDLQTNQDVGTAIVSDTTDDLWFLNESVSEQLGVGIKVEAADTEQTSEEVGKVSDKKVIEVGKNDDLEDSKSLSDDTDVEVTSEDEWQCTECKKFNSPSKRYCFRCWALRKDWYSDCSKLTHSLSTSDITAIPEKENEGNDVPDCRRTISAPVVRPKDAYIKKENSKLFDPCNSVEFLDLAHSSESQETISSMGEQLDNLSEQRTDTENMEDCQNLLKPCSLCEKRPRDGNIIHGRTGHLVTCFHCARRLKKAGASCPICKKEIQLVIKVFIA
Target sequence (Q00987 whole entry, looked up): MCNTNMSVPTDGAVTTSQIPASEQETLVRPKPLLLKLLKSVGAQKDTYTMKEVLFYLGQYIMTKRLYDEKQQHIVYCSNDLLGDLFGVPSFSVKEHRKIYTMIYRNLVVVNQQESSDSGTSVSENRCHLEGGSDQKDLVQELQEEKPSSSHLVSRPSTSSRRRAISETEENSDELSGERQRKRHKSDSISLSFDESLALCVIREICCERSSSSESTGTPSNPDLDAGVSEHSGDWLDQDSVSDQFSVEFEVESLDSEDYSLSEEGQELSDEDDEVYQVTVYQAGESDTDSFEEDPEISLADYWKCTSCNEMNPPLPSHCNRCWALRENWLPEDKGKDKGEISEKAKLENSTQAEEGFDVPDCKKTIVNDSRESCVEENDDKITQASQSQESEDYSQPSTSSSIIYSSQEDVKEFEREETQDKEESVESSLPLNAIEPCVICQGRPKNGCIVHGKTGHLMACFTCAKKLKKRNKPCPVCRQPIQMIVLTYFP
tim23-1 inh: tim23-1 yeast growth inhibition; S. cerevisiae tim23-1 growth, BacTiter-Glo luminescence, 24 h; inhibition, % at 20 µM; 330,000 compounds, 1.3% hits;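 active means growth inhibition of the mutant yeast at or above 50%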;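 further: temperature-sensitive mutant grown at 25 °C; plate controls were DMSO-treated mutant yeast for no effect and medium wells lacking yeast for full effect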
APJ antagonist: antagonists of human APJ apelin receptor. AID 2521. P35414. 330,000 compounds, 0.32% hits. CHO-K1 APJ beta-arrestin complementation, luminescence. inhibition, % at 20 µM;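 active means inhibition above about 40% at 20 µM, limit read from the data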;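 further: cells challenged with 10 nM apelin-13 agonist together with compound; plate controls were apelin-13 plus DMSO wells for no effect and DMSO wells lacking apelin-13 for full effect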
TIM10 inh: growth inhibitors of TIM10 yeast strain. S. cerevisiae TIM10 strain growth, BacTiter-Glo luminescence, 24 h. 330,000 compounds, 1.4% hits. inhibition, % at 10 µM;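 active means inhibition of 40% or more at the single tested concentration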;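 further: wild-type TIM10 isogenic control strain grown at permissive 25 °C; 0% = DMSO yeast wells and 100% = minimal medium wells without yeast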
CHOP UPR activ: activators of apoptotic arm of unfolded protein response (CHOP); CHO-CHOP luciferase reporter, UPR activation, luminescence; percent of tunicamycin response over DMSO baseline; activation, % at 10 µM; 330,000 compounds, 0.34% hits; AID 449763;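 active means at 10 µM dose, activation of 40% or more, normalized to positive control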;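 further: 100% = tunicamycin at 10 µg/mL and 0% = DMSO alone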
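Test system: CHO CHOP reporter cells. Input: 500 CHO-CHOP cells per well. Medium: F12 with 10% FBS. Technique: luciferase luminescence. Measure: percent activation relative to tunicamycin control. Dosing: 10 µM compound, 0.5% DMSO. Timing: 16-18 h cell attachment, then 6 h compound exposure, 37 °C.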
* = called active by the depositor; & = joins results of further samples. The list is partial; the hit share may differ from the screen's.

item	structure	UPR XBP1 act	tim10-1 inh	APJ agonist	CXCR6 block	Mdm2-MdmX inh	tim23-1 inh	APJ antagonist	TIM10 inh	CHOP UPR activ
1	O=C(O)CCCCCNc1nc2ncn(Cc3ccccc3)c2c(=O)[nH]1	3	5	-2	-1	16	10	17	12	1.3
2	CC(=O)c1ccc(N2CCN(C(=O)c3cc4c(-c5ccccc5F)nn(C)c4s3)CC2)cc1	-3	36	1	0	24	24	5	13	1.4
3	Cc1ccc(S(=O)(=O)NC(=O)c2ccccc2C)cc1	-7	-6	-1	7	7	0	4	10	-1.4
4	C=CCNC(=O)N1CCCC(C(=O)c2cccc(Cl)c2)C1 (stereo not given)	3	-2	-4	-3	10	0	21	2	-0.2
5	CCN(Cc1ccccc1)C(=O)c1oc2ccc(S(=O)(=O)N3CCOCC3)cc2c1C	-2	12	5	-15	12	15	-15	11	-0.5
6	COc1ccc(C(=O)Nc2ccccc2C(=O)N/N=C/c2ccccn2)cc1OC	9	35	-6	10	32	34	31	13	101*
7	Cc1ccc(C2CC(C(F)(F)F)n3nc(C(=O)NCc4ccco4)cc3N2)cc1 (stereo not given)	0	37	-1	5	1	42	38	30	1.5
8	C=CCc1ccccc1OCC(=O)OCCNC(=O)c1cccnc1	0	10	2	-1	-24	4	4	10	3.5
9	CCOc1cc(NC(=O)Nc2ccc(F)cc2)c(OCC)cc1NC(=O)CC	-6	-2	-1	-5	18	-15	-5	-2	-1.5
10	CCOc1ncccc1C(=O)NCc1ccccc1F	3	4	5	2	-20	15	0	-5	0.8
11	CC(=O)Nc1ccc(C(=O)NC(CC(=O)O)c2ccc(Cl)cc2)cc1 (stereo not given)	3	8	-4	5	1	-4	0	-1	0.4
12	COc1ccccc1NC(C)=O	-1	20	-2	-1	-16	9	9	-3	-0.1
13	CN(C)/C=C(/C(=O)c1ccc(Cl)c(Cl)c1)c1nnnn1-c1ccccc1	-3	16	2	2	18	16	-9	3	1.3
14	CSCSC1=C(C#N)C(c2ccccc2Cl)C(C(C)=O)=C(C)N1 (stereo not given)	-3	21	-1	-3	9	35	21	30	-0.8
15	O=C(CNC(=O)C12CC3CC(CC(C3)C1)C2)N1CCN(S(=O)(=O)/C=C/c2ccccc2)CC1	-1	22	2	-4	21	20	-8	1	-0.7
16	Cc1snc(SCC(=O)c2ccc(F)cc2)c1C#N	6	23	-2	1	-27	11	-13	4	2.7
17	O=C(O)/C=C/C(=O)Nc1ccc(F)cc1F	-1	1	-3	-2	-9	20	17	9	1.1
18	CCC(C)(C(=O)NC1CCCC1)N(C)C(=O)Cc1c[nH]c2ccccc12 (stereo not given)	1	9	0	3	16	14	-30	2	0.0
19	N#C/C(C(=O)NCc1ccco1)=C1/SC(Cc2ccc(F)cc2)C(=O)N1c1ccccc1 (stereo not given)	1	5	-5	1	31	-7	6	-1	-2.6
20	Cc1cccc(C(=O)Nc2ccc(N3CCN(C(=O)c4ccco4)CC3)cc2)c1	0	17	-3	0	-11	20	-9	24	1.8
21	CN(C)Cc1c(O)ccc2cc(-c3nc4ccccc4n3C)c(=O)oc12	-9	-8	0	-2	-1	-6	-3	0	0.3
22	O=C(O)c1cccc(N2C(=O)CSC2c2c(F)cccc2Cl)c1 (stereo not given)	-3	0	-6	-17	26	15	9	-8	-1.4
23	CCOC(=O)c1c(NC(=O)c2cnn3c2NC(c2cccc(OC)c2)CC3C(F)(F)F)sc2c1CCCC2 (stereo not given)	-1	10	-2	5	31	4	-23	-10	-1.0
24	O=c1oc2cc(O)ccc2s1	-5	-8	-3	-11	18	-4	-1	-1	-0.6
25	CCOC(=O)C1(CCOc2ccccc2)CCN(Cc2nccn2CC)CC1	-2	28	-5	7	9	13	-7	18	-3.3

Sorted by molar mass (low to high): eight of the compounds above
item	structure	UPR XBP1 act	tim10-1 inh	APJ agonist	CXCR6 block	Mdm2-MdmX inh	tim23-1 inh	APJ antagonist	TIM10 inh	CHOP UPR activ
12	COc1ccccc1NC(C)=O	-1	20	-2	-1	-16	9	9	-3	-0.1
24	O=c1oc2cc(O)ccc2s1	-5	-8	-3	-11	18	-4	-1	-1	-0.6
17	O=C(O)/C=C/C(=O)Nc1ccc(F)cc1F	-1	1	-3	-2	-9	20	17	9	1.1
16	Cc1snc(SCC(=O)c2ccc(F)cc2)c1C#N	6	23	-2	1	-27	11	-13	4	2.7
8	C=CCc1ccccc1OCC(=O)OCCNC(=O)c1cccnc1	0	10	2	-1	-24	4	4	10	3.5
25	CCOC(=O)C1(CCOc2ccccc2)CCN(Cc2nccn2CC)CC1	-2	28	-5	7	9	13	-7	18	-3.3
9	CCOc1cc(NC(=O)Nc2ccc(F)cc2)c(OCC)cc1NC(=O)CC	-6	-2	-1	-5	18	-15	-5	-2	-1.5
5	CCN(Cc1ccccc1)C(=O)c1oc2ccc(S(=O)(=O)N3CCOCC3)cc2c1C	-2	12	5	-15	12	15	-15	11	-0.5

Going on with the list.
item	structure	UPR XBP1 act	tim10-1 inh	APJ agonist	CXCR6 block	Mdm2-MdmX inh	tim23-1 inh	APJ antagonist	TIM10 inh	CHOP UPR activ
26	CC[C@@H]1CC=C[C@H]2[C@H]1C(=O)N(Cc1ccccc1)[C@H]2c1ccc(OC)c(Cl)c1	-2	43*	-2	10	38	38	17	36	-1.6
27	Cc1cc(C)cc(NC(=O)Cn2nnc(C(=O)NCCc3ccccc3)c2N)c1	1	8	-1	2	2	2	23	-4	1.0
28	CCOC(=O)N1CCN(C(=O)CSc2ccc3nnc(CCNC(=O)c4ccccc4)n3n2)CC1	0	13	-6	3	16	-12	15	7	0.5
29	COc1cc(C(=O)NCc2nnc(SCC(=O)N3CCCCCC3)o2)cc(OC)c1OC	-8	4	-7	2	-4	-2	16	1	-0.5
30	CCOC(=O)c1ccc(Cl)c(S(=O)(=O)N2CCCC2)c1	-4	14	0	5	30	8	-3	-1	0.3
31	CC1(C)Oc2nc3ccccc3n2/C1=C\C#N	-1	-12	-3	7	13	1	-19	-22	-2.0
32	CCCn1c(C)cc(=O)c2cc(NC(=O)c3ccccn3)ccc21	3	3	0	-7	33	13	15	8	-1.9
33	CN1CCN(C(=O)c2c(O)c3cccc4c3n(c2=O)CC4)CC1	4	-9	-2	-1	13	6	-16	-4	-2.7
34	O=S(=O)(c1cc(Cl)cc(Cl)c1)N1CCCC1c1nc2ccccc2s1 (stereo not given)	1	15	-7	7	-8	7	-5	-7	0.3
35	O=C(Cn1nc(C(F)(F)F)c2c1CCC2)N1CCN(c2ccccc2)CC1	-1	21	-1	-6	23	19	6	2	5.5
36	COC(=O)[C@@H]1C[C@@H]2CC[C@@H](O)C[C@@H]2N1Cc1ccc(OC)cc1	-2	-1	-3	4	-10	4	-10	-10	3.0
37	CCOc1ccc(C(=O)Nc2ccccc2N2CCCC2)cc1	-1	21	-2	-5	16	3	-1	11	0.5
38	O=C(Cn1cnc2c(oc3ccccc32)c1=O)NCc1ccco1	0	-7	-7	-4	17	2	-3	7	4.1
39	CCOc1cc(C2C3=C(CCCC3=O)OC3=C2C(=O)CCC3)cc([N+](=O)[O-])c1O	2	21	0	13	20	22	-5	25	0.1
40	CCOc1ccc(/C=N/NC(=O)c2nnn(-c3nonc3N)c2CN2CCC(C)CC2)cc1	-7	15	-4	8	3	8	8	-1	4.5
41	Cc1cccc2c(=O)cc(C)n(CC(N)=O)c12	-3	0	-4	-14	6	-7	12	5	2.2
42	CN1C(C(=O)Nc2ccccn2)=C(O)c2ccccc2S1(=O)=O	-4&-5	6&6	-5&-2	3	9&26	7&-3	0&3	5&4	0.7&-0.5
43	Cc1nc(SCC(=O)Nc2c(C)nn(C)c2C)c2cnn(-c3ccccc3)c2n1	2	24	0	-13	22	16	21	18	4.7
44	Cc1ccc(Cl)cc1NC1=NC(=S)N(C(C)C)C12CCCCC2	0	33	-9	15	-5	7	6	5	-1.1
45	COc1cc2[nH]c(C(=O)N3CCN(C)CC3)cc2c(OC)c1OC	-1	5	-3	6	-4	11	11	-13	-1.2
46	COc1cc(C(=O)Nc2nccs2)c(Br)c(OC)c1OC	-1	17	1	0	-1	15	-11	3	-2.5
47	CC(C)(CO)CNC(=O)CCc1nnc(-c2ccc(-c3ccccc3)cc2)o1	-3	26	1	2	0	23	-1	9	-0.1
48	CCc1ccccc1NC(=O)CN1C(=O)c2ccccc2S1(=O)=O	1	10	-3	-3	11	-1	-8	-5	0.8
49	C=CCn1c(SCC(=O)N2CCOCC2)nc(O)c(Cc2ccccc2)c1=O	-3	5	-3	-14	-1	-3	0	1	-0.2
50	O=C1NCCCC1C(=O)N/N=C/c1ccccc1 (stereo not given)	0	4	-4	-10	22	-2	-5	3	-0.2
51	CCOC(=O)C1=C(C)NC(=O)NC1c1cccnc1 (stereo not given)	-1	22	-4	4	10	3	-9	-2	-2.6
52	CC1(C(=O)CSc2nc3ccccc3[nH]2)CCC(=O)O1 (stereo not given)	-3	-14	-3	4	8	2	15	0	0.4

Source: PubChem BioAssay
